M1 ag parental – counter-screen for M1 agonists: effect in parental CHO-K1 cells; Fluo-8 calcium fluorescence; scaled to maximal ATP response, vehicle zero; activation, % at 3 µM; actives 0.48% (n = 360,000); AID 602248; in the data active = activation above about 15%;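 also: untransfected CHO-K1 host cells lacking M1 receptor as counterscreen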
TAAR1 ag – human TAAR1 agonism | Q96RJ0 | CHO RD-HGA16 TAAR1, Fluo-8 calcium fluorescence; vehicle wells 0%, saturating PEA agonist 100% | activation, % at 3 µM | actives 0.99% (n = 360,000);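 active = activation above the mean activation of all test compounds in the run plus 3 SD, cut at about 38% in these data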
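Test system: RD-HGA16 (CHO) cells co-expressing Gα16 and hTAAR1; dosing: one-point dosing at 3 µM (nominal); timing: 17-24 h seeding, 75 min 37 °C dye, 30 min RT; signal: kinetic Fluo-8 calcium fluorescence; read-out basis: % activation relative to PEA EC100 response; controls: DMSO and PEA EC100; replicates: n 1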
CHO-K1 Ca antag – M1 antagonist counterscreen hit in parental CHO-K1 cells. inhibition, % at 3 µM. AID 602250. ATP-induced calcium, Fluo-8 fluorescence. actives 0.6% (n = 360,000);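 active = inhibition above a per-plate cutoff, the plate's mean sample inhibition plus 3 SD, cut at about 24% in these data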;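 also: 0% = DMSO plus EC80 ATP and 100% = DMSO alone without ATP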
CHRM1 agonist – human M1 muscarinic receptor agonism | P11229 | CHO-K1 hM1, Fluo-8 calcium fluorescence, agonist mode; 0% DMSO, 100% acetylcholine EC100 | activation, % at 3 µM | actives 0.33% (n = 360,000);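 active = activation above the run's mean compound activation plus 3 SD, cut at about 16% in these data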;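 also: peak over basal fluorescence ratio within a 140 s kinetic read after compound addition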
Target sequence (P11229 whole entry, looked up): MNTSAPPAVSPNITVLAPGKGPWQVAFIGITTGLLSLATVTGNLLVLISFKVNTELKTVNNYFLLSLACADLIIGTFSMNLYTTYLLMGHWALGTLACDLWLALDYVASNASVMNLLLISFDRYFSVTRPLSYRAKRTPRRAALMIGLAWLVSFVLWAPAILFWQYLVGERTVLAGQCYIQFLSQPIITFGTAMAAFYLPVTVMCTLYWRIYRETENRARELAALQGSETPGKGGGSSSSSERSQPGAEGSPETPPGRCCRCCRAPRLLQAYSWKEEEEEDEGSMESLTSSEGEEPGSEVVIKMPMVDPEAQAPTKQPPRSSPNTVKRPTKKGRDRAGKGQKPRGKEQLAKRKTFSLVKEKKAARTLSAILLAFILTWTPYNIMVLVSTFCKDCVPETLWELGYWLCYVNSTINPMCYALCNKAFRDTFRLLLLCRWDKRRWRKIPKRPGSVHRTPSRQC
OXTR potentiate – potentiates the human oxytocin receptor response; activation, % at 3 µM; AID 2445; CHO-OTR cells, Fluo-8 calcium fluorescence, potentiator mode; 0% = oxytocin EC15, 100% = EC100; P30559; actives 0.061% (n = 320,000);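 active = activation above that plate's cutoff, the mean activation of tested compounds plus 3 SD, cut at about 6.6% in these data, passing the limit was not always enough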;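 also: 100% uses oxytocin at 75 nM as the full agonist control; some results filed as inactive read as strong as hits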
Target sequence (P30559 whole entry, looked up): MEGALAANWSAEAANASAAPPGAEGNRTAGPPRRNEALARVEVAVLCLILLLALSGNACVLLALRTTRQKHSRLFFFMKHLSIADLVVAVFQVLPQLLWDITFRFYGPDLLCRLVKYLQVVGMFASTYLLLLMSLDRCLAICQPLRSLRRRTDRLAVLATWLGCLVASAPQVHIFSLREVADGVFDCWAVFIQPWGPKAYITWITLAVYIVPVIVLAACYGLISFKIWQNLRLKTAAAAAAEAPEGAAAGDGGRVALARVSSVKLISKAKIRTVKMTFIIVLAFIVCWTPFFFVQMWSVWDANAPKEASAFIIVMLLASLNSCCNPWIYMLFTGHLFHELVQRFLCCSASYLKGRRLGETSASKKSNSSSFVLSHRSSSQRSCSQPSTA
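Assay system: CHO cell line stably expressing human OTR. Reagent: EC15 oxytocin agonist. Dosing: single dose, 3.0 µM nominal final compound concentration. Timing: compound 6 min at room temperature before oxytocin, 100 s read. Signal: kinetic Fluo-8 calcium fluorescence. Controls: oxytocin EC15 low and EC100 high.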
M1 PAM parental – nonselective activator or artifact in parental CHO-K1 calcium assay; ATP EC20, Fluo-8 calcium fluorescence; 0% at ATP EC20, 100% at ATP max; activation, % at 3 µM; actives 0.02% (n = 360,000);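 active = activation above the run cutoff, the mean activation of all test compounds plus 3 SD, cut at about 40% in these data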;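 also: peak over basal fluorescence ratio in a 140 s read after ATP addition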
TAAR1 antagonist – human TAAR1 antagonism | Q96RJ0 | CHO RD-HGA16 TAAR1, Fluo-8 calcium fluorescence, antagonist | inhibition, % at 3 µM | actives 1.5% (n = 360,000) | AID 624466;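 active = inhibition above a per-plate cutoff, the mean inhibition of test compounds on that plate plus 3 SD, cut at about 49% in these data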;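 also: 0% = DMSO plus EC80 beta-PEA response and 100% = DMSO alone without agonist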
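Material: RD-HGA16 CHO cells with stable hTAAR1 and Gα16; Dosing: single nominal final test compound concentration of 3 µM; Schedule: seeding 17-24 h prior, 75-min 37 °C, 30-min RT dye loading; Detection: kinetic Fluo-8 calcium fluorescence measurement; Measure: % inhibition from peak post-agonist over basal fluorescence ratio; Benchmarks: vehicle and agonist controls.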
V1R ag counter – V1a receptor agonism, counter-screen for OXTR agonists; CHO-V1R cells, Fluo-8 calcium fluorescence, agonist mode; 0% DMSO, 100% 3 nM vasopressin; activation, % at 3 µM; actives 0.25% (n = 320,000); AID 2797;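 active = activation above the mean activation of all tested compounds plus 3 SD, per screening run, cut at about 20% in these data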;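 also: signal is peak over basal fluorescence ratio across a 100 second FLIPR read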
CHO parental Ca – counter-screen for OX1R antagonists: effect in parental CHO cells; parental CHO-K1, ATP-induced calcium, Fluo-8 fluorescence; inhibition, % at 5.6 µM; actives 0.63% (n = 330,000); AID 463079;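 active = inhibition above that plate's mean sample inhibition plus 3 SD, cut at about 26% in these data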;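 also: 0% = ATP-challenged DMSO wells and 100% = DMSO wells without ATP; some compounds past the cut are filed as inactive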
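material = parental CHO cells | also added = ATP as calcium-mobilizing challenge | dosing = single point at 5.6 µM | detection = intracellular calcium via Fluo-8 no-wash fluorescent dye | read-out = % inhibition | benchmarks = low control ATP plus DMSO, high control DMSO only | repeats = one well per compound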
The depositor's hits bear a star; . = no result given.

SMILES	M1 ag parental	TAAR1 ag	CHO-K1 Ca antag	CHRM1 agonist	OXTR potentiate	M1 PAM parental	TAAR1 antagonist	V1R ag counter	CHO parental Ca
Cn1c(N)c(C(=O)COC(=O)c2cccc(S(=O)(=O)N3CCCCC3)c2)c(=O)n(C)c1=O	0.1	2	29*	-7	-3	-10	11	1.4	-4
CN(CCc1ccccc1)C(=O)c1[nH]c(C(F)(F)F)nc1-c1ccccc1	0.7	70*	-9	0	.	-4	6	.	.
O=C(CN1C(=O)c2cccc3cccc1c23)Nc1ccc2c(c1)OCO2	2.0	5	-27	-3	-5	20	9	-0.8	-10
COCCCNC(=O)C[C@H]1C[C@H](C(=O)N2CCOCC2)[C@@]2(C)c3[nH]c4cc(-c5ccco5)ccc4c3CCN2C1=O	1.3	1	-5	-4	.	26	-16	.	-7
CCOC(=O)c1cc(CC)sc1NC(=O)COC	-0.8	1	-5	-13	6	-3	0	-0.6	-9
O=C(COC(=O)c1ccc([N+](=O)[O-])o1)Nc1nc2ccccc2s1	1.3	1	-10	-2	-2	11	8	0.9	8
COc1ccccc1N1CCN(C(=O)Nc2ccc(F)c(Cl)c2)CC1	3.7	1	0	-7	-12	17	11	2.2	-11
COc1ccc(S(=O)(=O)N2CCC(C(=O)NCc3ccccn3)CC2)cc1OC	0.4	10	-8	-3	-1	25	-2	-0.4	-2
O=C(O)C(Cc1c[nH]c2ccccc12)NS(=O)(=O)c1ccc(F)cc1 (centres undefined)	0.4	0	-13	-1	.	8	-22	.	.
CCN1CCN(C(=O)c2ccc(Cl)c(S(=O)(=O)N3CCCCCC3)c2)CC1	2.6	6	-19	-15	-15	15	-1	1.2	-11
CCOC(=O)[C@@H](NC(=O)/C=C/[C@H]1O[C@@H](n2cc(C)c(=O)[nH]c2=O)C[C@@H]1O)C(C)C	0.4	2	-21	-1	.	16	2	.	.
Cc1cc(=O)oc2cc(OCC(=O)NC3CCN(Cc4ccccc4)CC3)ccc12	0.5	0	0	-6	-11	-16	1	0.2	-4
Cc1ccc2oc(C(=O)N3CCC(O)(c4ccccc4)CC3)c(C)c2c1	14	10	2	9	-11	17	-10	0.0	-14
CCC(C(=O)NCc1ccco1)n1nc(C)c2c(C)n(-c3ccccc3)nc2c1=O (centres undefined)	0.6	4	-15	-5	-4	12	-37	0.5	-12
Nc1c(C(=O)NCc2ccccc2)nnn1Cc1ccc(F)cc1	4.3	41*	-9	20*	-11	17	6	15	5
Cc1nc(NC(=O)C2CC2)sc1C(=O)Nc1ccccc1Cl	-0.1	6	7	3	.	-9	17	.	.
O=C(O)C1=C[C@H](c2ccc(F)cc2)C[C@H](OCCCCO)O1	-0.2	-1	21	-4	2	-25	7	0.6	-11
COc1ccccc1OCCNC(=O)CCNS(=O)(=O)c1ccc(C)cc1	0.6	0	-12	-2	.	14	-6	.	.
COc1ccc(CN2CCNC(=O)C2CC(=O)NC2CCCCCCC2)cc1C (centres undefined)	0.5	1	-14	-2	-9	8	-19	-0.5	-20
O=C(NCC(=O)N1CCC2(CC1)NCCc1[nH]cnc12)c1ccc(F)cc1	0.1	1	-6	-3	-3	6	-2	0.4	0
COc1cccc(C(=O)Nc2ccc(NC(=O)C3CC3)nc2)c1	2.3	4	-3	-3	-4	8	0	3.4	-10
O=C1CC(C(=O)O)C(c2ccccc2)c2ccccc21 (centres undefined)	0.2	2	3	-4	.	-10	-5	.	.
CCOc1ccc(C(=O)Nc2ccc3nc(N4CCN(CC)CC4)cc(C)c3c2)cc1	0.3	3	2	-9	-6	5	-20	1.1	-8
COc1ccc(CCn2c(N)c(C#N)c3nc4ccccc4nc32)cc1OC	1.5	7	3	-2	-13	12	9	2.1	-19
CCOC(=O)c1nnn(-c2nonc2N)c1COc1ccc(F)cc1	-0.1	6	6	-3	-3	0	-3	-0.5	-11
Cc1ccc(Oc2nnc(-c3ccccc3)c3ccccc23)cc1	0.0	6	-11	-8	-7	6	5	-1.8	-14
CCN1CC=C2C(C#N)=C(N)C(C#N)(C#N)[C@H](c3cccc(OC)c3OC)[C@H]2C1	4.5	6	-10	-7	-5	15	9	3.5	-12
Cc1ccc(-n2c(SCC(N)=O)nc3c(oc4ccccc43)c2=O)cc1	1.2	2	-12	0	-5	4	-22	-1.3	-4
CCCCc1ccc(NC(=O)N[C@@H](CC(C)C)C(=O)O)cc1	-0.1	9	0	-6	3	-2	-12	0.1	-14
Cc1cccnc1C1=NOC(Cc2ccccc2)C(=O)N1C (centres undefined)	0.4	0	-3	-2	.	14	-24	.	.

Ten compounds already listed, sorted by number of heavy atoms, largest number first.
SMILES	M1 ag parental	TAAR1 ag	CHO-K1 Ca antag	CHRM1 agonist	OXTR potentiate	M1 PAM parental	TAAR1 antagonist	V1R ag counter	CHO parental Ca
CCOc1ccc(C(=O)Nc2ccc3nc(N4CCN(CC)CC4)cc(C)c3c2)cc1	0.3	3	2	-9	-6	5	-20	1.1	-8
CCN1CC=C2C(C#N)=C(N)C(C#N)(C#N)[C@H](c3cccc(OC)c3OC)[C@H]2C1	4.5	6	-10	-7	-5	15	9	3.5	-12
COc1ccc(CCn2c(N)c(C#N)c3nc4ccccc4nc32)cc1OC	1.5	7	3	-2	-13	12	9	2.1	-19
O=C(NCC(=O)N1CCC2(CC1)NCCc1[nH]cnc12)c1ccc(F)cc1	0.1	1	-6	-3	-3	6	-2	0.4	0
Cc1ccc(-n2c(SCC(N)=O)nc3c(oc4ccccc43)c2=O)cc1	1.2	2	-12	0	-5	4	-22	-1.3	-4
CCOC(=O)c1nnn(-c2nonc2N)c1COc1ccc(F)cc1	-0.1	6	6	-3	-3	0	-3	-0.5	-11
Nc1c(C(=O)NCc2ccccc2)nnn1Cc1ccc(F)cc1	4.3	41*	-9	20*	-11	17	6	15	5
COc1cccc(C(=O)Nc2ccc(NC(=O)C3CC3)nc2)c1	2.3	4	-3	-3	-4	8	0	3.4	-10
CCCCc1ccc(NC(=O)N[C@@H](CC(C)C)C(=O)O)cc1	-0.1	9	0	-6	3	-2	-12	0.1	-14
O=C1CC(C(=O)O)C(c2ccccc2)c2ccccc21 (centres undefined)	0.2	2	3	-4	.	-10	-5	.	.

Remaining list, next part.
SMILES	M1 ag parental	TAAR1 ag	CHO-K1 Ca antag	CHRM1 agonist	OXTR potentiate	M1 PAM parental	TAAR1 antagonist	V1R ag counter	CHO parental Ca
CC1CCCCC1NC(=O)NC(=O)COC(=O)C1=NN(c2ccccc2)C(=O)CC1 (centres undefined)	1.3	7	-8	-2	-3	-18	-14	3.2	-6
Cc1ccc(C2=NN(S(C)(=O)=O)C(c3cccs3)C2)cc1 (centres undefined)	0.5	4	4	-5	-10	9	-1	-0.8	-6
COc1ccc2c(c1)C(=O)[C@@H](O)[C@H](c1ccc(OC)c(Br)c1)O2	1.0	.	-5	-6	-7	18	.	2.8	-20
Nc1sc(-c2ccccc2)cc1-c1n[nH]c(=S)n1C1CCCCC1	0.0	0	2	-2	-6	5	-32	0.1	7
Cc1ccc(S(=O)(=O)N2CCN(C(=O)CN3C(=O)c4ccc([N+](=O)[O-])cc4C3=O)CC2)c(C)c1	0.9	0	-2	-1	-9	-2	-3	4.7	-9
O=C(Nc1ncc2c(n1)-c1ccccc1CC2)C1CC1	-0.7	12	-14	-6	6	11	-3	-0.5	-16
COC(=O)CCCC1=CC2=C(c3ccccc3)C(=O)C(C)(OC(=O)C3CCCC3)C(=O)C2=CN1C1CCCC1 (centres undefined)	-0.6	8	4	-11	-7	-7	2	-0.9	-3
CCO[C@H]1OC(C(=O)N2CCN(Cc3ccc4c(c3)OCO4)CC2)=C[C@@H](c2cn(C(C)=O)c3ccccc23)[C@@H]1CCCO	0.3	22	1	-3	-10	-19	39	1.5	-18
O=C(NCC1CCCCC1)c1ccc2nc([C@H]3C[C@H](O)[C@@H](CO)O3)[nH]c2c1	-0.1	2	-4	-1	.	-1	2	.	.
CS/C(N)=N/N=C/c1ccc([N+](=O)[O-])cc1	-0.2	0	3	0	-2	-4	5	0.0	0
COc1ccc(S(=O)(=O)O)cc1P(=O)(c1ccccc1)c1ccccc1	6.2	3	-16	-4	-13	12	-2	1.2	-2
COc1ccc(C(=O)N2CCN(C(=O)c3ccc(-c4ccccc4)cc3)CC2)cc1OC	2.9	3	-13	-6	-11	22	-2	2.7	4
Fc1ccc(CN2CCCN(C(=S)Nc3ccc(F)cc3)CC2)cc1	1.2	5	4	-6	-8	-14	10	3.5	-16
Cc1cc(C)c2nc(NC(=O)c3ccc4c(c3)OCO4)sc2c1	0.8	5	-25	0	0	18	1	0.7	-1
CC1CCCCC12NC(=O)N(CC(=O)OCc1ccccc1F)C2=O (centres undefined)	2.4	1	-3	-5	-3	12	-18	1.7	-10
O=C1C2C3C=CC(CNS(=O)(=O)c4ccccc4)(O3)C2C(=O)N1c1ccc(Cl)cc1 (centres undefined)	2.3	8	-14	-4	-6	16	13	1.4	-7
COc1ccc(C(=O)CC2(C(=O)O)CCCCC2)cc1	0.2	-1	-8	-1	-7	5	2	0.5	-2
N#Cc1ccc(CSc2nnc(COc3ccccc3)n2-c2ccccc2)cc1	3.0	11	-9	-7	3	30	18	0.7	-14
Cc1ccc(/C=N/NC(=O)c2cccs2)cc1[N+](=O)[O-]	1.3	3	-8	-3	-9	26	19	0.4	-25
O[C@H]1C[C@H](c2ccc(Cl)cc2)N(CC2CCCCC2)C[C@@H]1n1cc(-c2ccc(F)cc2)nn1	0.9	8	-8	-2	.	11	-22	.	.
CCN1C(=O)c2cccc3c(S(=O)(=O)Nc4ccccn4)ccc1c23	0.2	5	-3	-3	-9	15	-8	-0.1	17
Cc1cc(NC(=O)c2ccc3c(c2)OCO3)ccc1NC(=O)c1ccccc1	1.3	9	-14	-5	-11	11	-17	0.3	-1

An unsorted share of the library; overall some 3.3% were active at least once.
